TCR-CD3 inh: inhibitors of human TCR-CD3 interaction | TAMRA-labeled TCR probe fluorescence, biochemical | inhibition, % at 9.4 µM | 360,000 compounds, 0.37% hits; in the data active = inhibition above about 19%;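 note: recombinant mutant TCR 2C K166C tagged with TAMRA read by polarization; 0% = receptor in buffer alone and 100% = receptor with positive control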
PG9 Ab binder: binds the HIV-1 gp120 antibody PG9; TR-FRET gp120-PG9 antibody binding; inhibition, % at 6.7 µM; 360,000 compounds, 0.43% hits; AID 624416; in the data active = inhibition above about 8.5%
LEDGF integ inh: blocks HIV-1 LEDGF/p75-dependent DNA integration; AID 743269; TR-FRET IN-LEDGF/p75 DNA integration, Eu/Cy5; inhibition, % at 3.7 µM; 370,000 compounds, 0.64% hits;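 active = inhibition above the screen-wide mean plus 3 SD, cut at about 13% in these data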;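 note: signal is the Cy5 over europium emission ratio at 671 and 618 nm; 0% = plate median of compound wells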
HTRA1 inh: inhibitors of human serine peptidase HTRA1. Q92743. recombinant HTRA1, FP-rhodamine activity-based probe, fluorescence polarization. inhibition, % at 5.96 µM. 340,000 compounds, 0.5% hits; in the data active = inhibition above about 36%;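 note: 0% = enzyme with DMSO and 100% = wells lacking enzyme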
mABHD4 FP: ABHD4 (mouse) inhibition, primary FP screen; Q8VD66; inhibition, % at 8.92 µM; 370,000 compounds, 0.54% hits; purified mABHD4, FP-Rh probe fluorescence polarization; AID 720543;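 active = inhibition exceeding the mean over every tested compound plus 3 SD, cut at about 30% in these data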;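 note: 0% = plate median of compound wells and 100% = S159A mutant with DMSO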
Target sequence (Q8VD66 whole entry, looked up): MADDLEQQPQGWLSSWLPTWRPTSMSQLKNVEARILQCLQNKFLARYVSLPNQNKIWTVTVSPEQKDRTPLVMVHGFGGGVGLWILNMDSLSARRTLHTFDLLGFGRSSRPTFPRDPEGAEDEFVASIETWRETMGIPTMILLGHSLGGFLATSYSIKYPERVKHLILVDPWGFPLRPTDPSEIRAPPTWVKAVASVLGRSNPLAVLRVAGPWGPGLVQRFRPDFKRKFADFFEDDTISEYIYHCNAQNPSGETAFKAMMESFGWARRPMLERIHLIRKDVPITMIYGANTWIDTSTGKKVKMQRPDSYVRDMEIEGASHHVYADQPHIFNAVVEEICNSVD
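Assay system: Wild-type mouse ABHD4 protein | Medium: HEPES pH 7.0 buffer, 150 mM NaCl, 0.01% Pluronic F-127 | Incubation: Enzyme–compound pre-incubation 45 min, then probe 60 min, both 25 °C | Technique: Fluorescence polarization with parallel and perpendicular emission, 525/598 nm | Evaluation: % inhibition of FP-Rh probe binding versus controls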
SIAE primary: inhibitors of human sialic acid acetylesterase SIAE; SIAE FP-Rh probe binding, fluorescence polarization; inhibition, % at 9.66 µM; 370,000 compounds, 0.69% hits;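 active = inhibition above a cutoff: mean of compounds within the control limits plus 3 SD of those, cut at about 17% in these data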;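 note: 0% = plate median of compound wells and 100% = probe without SIAE protein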
Tn7 DDE FP: DD(E)-Tn7 binding inhibition, primary FP screen; FP displacement of FITC-Tn7 peptide from fibrin DD(E); 0% = median of compound wells per plate; 370,000 compounds, 0.13% hits; AID 720508; P02675; inhibition, % at 8.3 µM;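 active = inhibition above the mean of compounds falling within the control limits plus 3 SD of them, cut at about 14% in these data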;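 note: 0% = plate median of compound wells and 100% = 10 µM Aha-Tn7 peptide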
Target sequence (P02675 whole entry, looked up): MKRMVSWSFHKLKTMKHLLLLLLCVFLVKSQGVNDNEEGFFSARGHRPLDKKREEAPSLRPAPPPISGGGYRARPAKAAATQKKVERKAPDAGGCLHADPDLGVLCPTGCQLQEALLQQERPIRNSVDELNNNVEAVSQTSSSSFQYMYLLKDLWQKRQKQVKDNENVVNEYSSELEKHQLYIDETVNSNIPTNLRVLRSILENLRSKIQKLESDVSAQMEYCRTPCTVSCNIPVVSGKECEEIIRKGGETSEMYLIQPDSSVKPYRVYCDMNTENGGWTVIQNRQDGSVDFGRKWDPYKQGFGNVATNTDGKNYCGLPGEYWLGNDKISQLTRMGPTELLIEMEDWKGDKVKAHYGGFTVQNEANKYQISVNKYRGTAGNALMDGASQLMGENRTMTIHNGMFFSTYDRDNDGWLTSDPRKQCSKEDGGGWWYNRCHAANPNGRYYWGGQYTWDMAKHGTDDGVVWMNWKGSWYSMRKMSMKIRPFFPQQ
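Also added: labelled Tn7 tracer, 0.1 µM; Assay system: human fibrin DD(E) protein; Amount: 2 µM fibrin DD(E); Schedule: 10 min compound pre-incubation, 3 h probe incubation at room temperature; Repeats: one replicate per compound; Read-out basis: percent inhibition; Measured by: fluorescence polarization of the labelled Tn7 tracer.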
PRMT1 FP inh: inhibitors of human PRMT1; Q99873; recombinant PRMT1, activity-based probe fluorescence polarization; inhibition, % at 2.79 µM; 370,000 compounds, 1.3% hits; AID 652257;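 active = inhibition above about 21% made by adding two undisclosed values, limit read from the data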
UHRF1 binding: blocks human UHRF1 binding to methylated DNA | UHRF1 binding to methylated oligo, TR-FRET | 370,000 compounds, 0.75% hits | inhibition, % at 4.4 µM; in the data active = inhibition above about 21%;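 note: UHRF1 SRA domain binding a hemimethylated CpG hairpin DNA probe; 0% = median of test compound wells and 100% = reference inhibitor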
TDP2 inh: blocks human TDP2 phosphodiesterase activity; recombinant TDP2, T5PNP hydrolysis, p-nitrophenol absorbance 415 nm; inhibition, % at 12.8 µM; 370,000 compounds, 0.34% hits; AID 720702;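 active = inhibition above the mean of all tested compounds plus 3 SD, set per campaign, cut at about 25% in these data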;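 note: 0% = DMSO with enzyme and 100% = buffer with substrate but no TDP2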
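System – recombinant human TDP2 · Amount – 120 nM TDP2 per well · Buffer or medium – Mg2+-containing Tris-HCl buffer, pH 7.5 · Reagent – T5PNP substrate, 5 mM · Dosing – 12.8 µM single point, 1% DMSO · Incubation – 2 h at 37 °C · Measured by – epi absorbance · Read-out basis – percent inhibition · Benchmarks – high control without enzyme, low control DMSO plus TDP2 · Repeats – singlicate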
* marks the source's active call; other numbers are inactive results; x = no result given.

TCR-CD3 inh	PG9 Ab binder	LEDGF integ inh	HTRA1 inh	mABHD4 FP	SIAE primary	Tn7 DDE FP	PRMT1 FP inh	UHRF1 binding	TDP2 inh	compound
-1.8	1.4	1.6	-3.0	6.7	-2.1	-2.0	5.8	7.1	-3.1	CC(C)(C)c1cc(NC(=O)c2ccco2)n(-c2ccccc2)n1
7.0	-1.1	0.0	-3.4	-2.1	3.8	-1.4	-2.3	-0.4	14.5	CCCCN(CC)Cc1ccc(CNC(=O)Nc2ccc(F)cc2)o1
2.8	0.8	-2.2	-8.8	-4.0	-3.9	8.7	-0.6	-1.2	3.6	Cc1ccc(NS(=O)(=O)c2ccc3c(c2)oc(=O)n3C)cc1C
9.3	1.1	0.0	-2.4	-6.0	2.0	-1.8	0.2	2.8	0.5	Cc1nn(CC(=O)N(C)C2CCS(=O)(=O)C2)c(C)c1S(=O)(=O)N(C)C (centres undefined)
-0.1	3.0	1.5	2.4	5.7	2.4	2.7	-2.3	12.1	8.4	O=C(NC1CCCC1)C1CCCN1C(=O)Nc1ccccc1Cl (centres undefined)
-4.8	-0.3	12.4	-10.6	-18.5	-10.7	-1.5	-3.3	3.0	-19.0	Cc1onc(-c2ccccc2Cl)c1C(=O)OCC(=O)Nc1cccc(S(=O)(=O)N(C)C)c1
5.4	-6.6	1.5	7.4	-4.1	2.6	5.3	-0.8	-1.3	4.0	CC(C)CNC(=O)C(=O)Nc1ccc(N(C)C)cc1
0.1	0.1	-3.8	-1.3	-2.5	0.7	-2.5	-4.3	8.8	-5.6	COc1ccc(C/C(N)=N/OC(=O)c2cccs2)cc1
-4.0	-0.2	-8.5	7.8	-0.9	-2.8	-4.4	1.6	4.0	-10.7	COC(=O)[C@H](CCSC)NC(=O)c1cccnc1SC
13.6	0.5	1.8	-0.7	6.0	3.9	1.0	2.7	-1.3	4.3	Cn1c(SCC(=O)NC2CC2)nnc1-c1ccc(Cl)cc1
0.1	-3.0	5.2	2.6	-0.2	-1.1	-6.0	1.9	0.6	-15.0	Cc1ccc(S(=O)(=O)NCCc2nnc3ccc(SCC(=O)Nc4nc(C)cs4)nn23)cc1
-2.5	0.1	5.3	2.3	1.7	-2.7	4.7	-2.4	-1.4	9.1	CCOC(=O)c1cc(NC(=O)OC)c(C)nc1C
0.7	-1.1	3.3	-1.1	3.5	1.4	-6.5	-1.0	-3.3	5.8	Brc1ccc(NC(c2ccccc2)c2ccncc2)cc1 (centres undefined)
5.4	-1.8	-0.1	-7.5	7.5	5.0	-3.9	0.8	-4.8	2.1	CC(=O)N/C(=C\c1ccccc1)C(=O)OCC(=O)N1CCCCCC1
-6.0	-1.0	2.1	-5.8	0.5	-7.5	-1.8	1.9	5.2	6.6	COc1ccc(S(=O)(=O)N2CCN(CCc3ccccc3)CC2)c(OC)c1
6.0	-1.8	2.5	0.8	3.4	1.9	0.1	-2.7	-0.1	8.5	O=C(CN1CCOCC1)Nc1ccccc1Sc1ccccc1
-5.2	0.1	1.2	1.2	1.5	1.6	-4.1	1.9	8.5	9.0	CC[C@]1(C(=O)OC)[C@H]2C(=O)N(C)C(=O)[C@H]2[C@H]2CN=C(SCC3CC3)N21
2.5	0.4	4.0	-40.9	2.0	-11.9	-7.1	-0.4	3.0	1.8	CCCCCCN1C[C@@H](n2cc(COC(=O)c3ccccc3)nn2)[C@H](O)C[C@@H]1c1ccc(OC)cc1
1.0	-0.7	0.8	-2.1	3.1	-0.7	10.9	1.2	0.0	7.9	CC(C)(C)NC(=O)NC(=O)CN1CCN(S(=O)(=O)c2ccc3c(c2)CCCC3)CC1
0.1	-2.2	-9.0	-44.7	-0.8	-27.4	0.2	4.0	-2.8	-13.4	Cc1cccc(/C=C2/Sc3ccc(C(=O)NCCN4CCCC4)cc3NC2=O)c1
0.9	-0.7	-0.6	4.5	5.9	2.2	-1.0	-1.6	-0.5	2.5	O=C(NCCC1=CCCCC1)C1CCN(S(=O)(=O)c2ccc(-n3cnnn3)cc2)CC1
4.5	-0.9	0.8	-17.2	-8.0	-4.0	-7.5	-1.8	0.3	-22.6	COc1ccc(C(=O)c2sc(Nc3ccccc3)nc2C)cc1
1.3	0.5	1.2	5.7	-2.8	-5.2	-5.9	-3.1	2.5	-6.3	Cn1cc(C(=O)N2CCCCC2)c(=O)c2cc(S(=O)(=O)N3CCCC3)ccc21
0.2	2.0	-1.1	2.3	-3.1	1.3	-3.4	3.4	-0.2	-0.7	O=C(CN1C(=O)NC2(CCCCCCC2)C1=O)NCc1ccccc1Cl
-5.1	0.1	-4.2	0.2	-6.7	-2.9	-1.7	13.1	3.5	-20.7	COc1ccc(OC)c(NC(=O)NCCc2c[nH]c3ccccc23)c1
-3.1	2.1	-0.6	-4.3	2.8	-0.2	0.9	0.9	-0.4	3.0	O=C(CCC1COc2ccccc2O1)NCc1ccccc1 (centres undefined)
4.6	-1.2	-1.8	0.1	-7.3	5.3	5.2	2.8	-1.4	5.7	FC(F)(F)c1cc(-c2ccccc2)nc2ncnn12
-5.1	1.0	-3.6	-1.1	0.7	0.4	0.4	0.0	-3.6	9.8	COc1ccc(N2CCN(Cc3nc4sc(C)c(C)c4c(=O)[nH]3)CC2)cc1
4.7	-4.0	-0.4	-3.5	-5.2	-2.1	0.8	-1.3	1.7	-3.8	CCN(CC)CCNC(=O)c1ccc(NC(=O)c2ccc(COc3ccccc3)cc2)cc1
7.8	-0.9	-2.1	3.4	2.9	-4.2	-2.5	5.5	1.8	7.9	Cc1cc(F)ccc1NC(=O)c1cnccn1
13.0	-1.1	-4.2	3.0	2.8	15.1	2.0	-5.5	1.5	4.9	COc1ccc(/C=N/Nc2cc(C)nc(N3CCOCC3)n2)c(OC)c1
3.7	1.3	-0.3	-1.2	-2.9	-0.3	0.0	1.8	1.7	-8.9	O=C(Nc1ccc2ccccc2n1)Nc1ccccc1F
9.3	0.9	-0.1	3.6	0.4	4.9	0.8	-1.6	-1.7	5.0	Cc1ccc(-n2nc3c(=O)n(CC(=O)NCc4ccccc4Cl)nc(C)c3c2C)cc1
-0.2	0.2	1.9	-14.1	-8.3	1.7	1.4	-0.3	0.5	5.1	Cc1ccccc1NC(=S)NC(=O)COc1ccccc1C
-4.7	-0.7	-2.6	3.5	5.8	-0.7	-1.4	-0.7	1.9	7.0	CCOC(=O)Cn1cnc2c(nnn2-c2ccc(C)cc2)c1=O
1.3	-1.9	2.2	2.6	4.7	-3.5	3.6	1.8	0.9	-0.1	CN1CCN(C(=O)c2ccccc2NC(=O)c2ccccc2Br)CC1
-1.3	-4.8	4.9	14.1	-6.8	9.2	-1.1	12.9	-7.8	-10.5	Cc1ccc2nc(-c3sc4nc(C)ccc4c3N)[nH]c2c1
3.5	-3.6	-1.0	10.8	8.4	-3.4	-7.4	4.2	1.5	-13.8	CCn1nc(C(=O)OCC(=O)Nc2ncc(Cl)c(C)c2Cl)c2ccccc2c1=O
3.1	-0.8	-3.2	0.9	-2.6	5.0	0.2	-0.6	0.5	9.5	CN1CCC(=NNC(=O)C(=O)NC2CCCCC2)CC1
2.7	1.9	-1.3	1.1	4.0	-3.9	-1.6	5.6	0.6	4.0	CCC(Sc1ccc2nnc(-c3cccnc3)n2n1)C(=O)O (centres undefined)
-0.1	-0.9	4.1	-3.8	11.2	1.9	2.0	-1.4	2.2	15.2	Cc1cc(Cl)c(OCCCn2ccnc2)c(Br)c1
5.2	1.6	0.0	x	-10.6	0.9	-3.3	-0.4	-1.4	1.0	COC(=O)[C@]12CCCCC=C1N(CCc1ccc(OC)c(OC)c1)C(=O)[C@H](CC(=O)N1CCC(c3ccccc3)CC1)C2
-0.6	1.4	-3.5	6.7	-2.9	-3.2	0.3	2.2	1.9	-10.3	COc1ccc(OC)c(NC(=O)CSc2nnc(-c3cccnc3)s2)c1
-4.1	-1.9	-5.0	3.8	-9.5	-8.1	-0.6	1.0	6.1	-14.2	N/C(=N\OC(=O)CCC1CCCC1)c1cccc([N+](=O)[O-])c1
-5.9	-1.1	2.4	x	5.8	-0.8	-6.0	-1.0	2.5	-1.9	CC1(C(=O)NS(=O)(=O)c2cccs2)CCN1C(=O)C1(c2ccc(Cl)cc2)CC1 (centres undefined)
5.9	-0.2	-2.6	2.8	-2.6	-6.0	-6.5	3.5	1.0	3.4	O=C(COC(=O)c1cncc(Br)c1)NCc1ccccc1
11.5	-0.3	2.0	32.9	4.7	-2.2	-2.6	10.4	-2.9	11.4	O=C(CSc1nc2ccccc2o1)N/N=C/c1ccccc1C(=O)O
-7.0	-2.4	-4.3	0.4	1.1	-1.8	-1.3	1.3	2.5	-2.1	COc1ccc(CCC(C)NCC(C)c2ccccc2)cc1 (centres undefined)
3.6	-0.4	6.1	6.3	3.7	2.3	-6.4	-6.4	2.8	-2.3	C[C@H](O)CNC(=O)c1[nH]cnc1C(=O)N[C@@H](C)c1ccccc1
-2.4	-0.5	-2.1	-0.7	-2.0	1.8	-4.9	0.1	-3.6	7.0	Cc1cc(NCc2ccccn2)nc2ccccc12
10.7	0.7	-3.5	1.9	4.9	4.2	1.9	2.5	-2.9	-0.8	Cc1cc(OC(=O)c2ccc(Cl)cc2Cl)c([N+](=O)[O-])c(=O)[nH]1
-3.4	0.1	-0.7	1.4	5.8	8.2	3.8	-0.5	-0.9	2.3	Cc1c(NS(=O)(=O)c2ccc3c(c2)n(C)c(=O)n3C)c(=O)n(-c2ccccc2)n1C
1.9	-2.4	-1.1	1.9	-0.3	1.2	-6.8	-3.2	-1.2	0.7	C[C@H]1CN([C@@H](C)CO)C(=O)CCCn2nncc2CO[C@@H]1CN(C)Cc1ccccc1C(F)(F)F
-2.9	-1.0	-0.3	9.9	-3.8	-0.8	-6.1	0.3	-0.2	-5.8	CC(=O)Nc1cccc(NC(=O)CCn2c(=O)sc3ccccc32)c1

As a short view, 2 of the compounds above.
TCR-CD3 inh	PG9 Ab binder	LEDGF integ inh	HTRA1 inh	mABHD4 FP	SIAE primary	Tn7 DDE FP	PRMT1 FP inh	UHRF1 binding	TDP2 inh	compound
3.5	-3.6	-1.0	10.8	8.4	-3.4	-7.4	4.2	1.5	-13.8	CCn1nc(C(=O)OCC(=O)Nc2ncc(Cl)c(C)c2Cl)c2ccccc2c1=O
3.1	-0.8	-3.2	0.9	-2.6	5.0	0.2	-0.6	0.5	9.5	CN1CCC(=NNC(=O)C(=O)NC2CCCCC2)CC1

Compound activity from PubChem.
